ROS inducer = raises reactive oxygen species in U2OS cancer cells; 46,000 tested, 2% active; U2OS ROS induction, H2DCF-DA fluorescence; ROS induction (% of piperlongumine), % at 10 µM; in the data active = ROS induction above about 79%, passing the limit was not always enough;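 note: 0% = DMSO vehicle median and 100% = reference compound median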
* = called active by the depositor. Some of the compounds tested, so the mix of outcomes need not match the whole.

Molecule	ROS inducer
CC(C)NC(=O)N(C)C[C@@H]1OCCCC[C@@H](C)Oc2ccc(NC(=O)Nc3ccc(F)cc3)cc2C(=O)N([C@H](C)CO)C[C@@H]1C	-1.4
C[C@@H]1CN([C@H](C)CO)C(=O)c2cccc(NC(=O)Nc3ccc(F)cc3)c2O[C@@H]1CN(C)C(=O)Nc1ccc2c(c1)OCO2	-11.0
CC(C)(O)CC[C@@H](O)[C@](C)(O)[C@H]1CC[C@@]2(O)C3=CC(=O)[C@@H]4C[C@@H](O)[C@@H](O)C[C@]4(C)C3CC[C@]12C (stereo partly specified)	5.0
CC1=C(c2ccc(C)cc2)S(=O)(=O)NC1=NC1CCN(Cc2ccccc2)CC1	5.1
Cc1cccc(-n2ncc3c(Nc4ccc(-c5ccccc5)cc4)ncnc32)c1	4.2
Cc1ccc(-c2nnc(SCC(=O)Nc3ccccc3C(C)(C)C)n2C)cc1	-6.9
C[C@H]1CN([C@@H](C)CO)C(=O)c2cc(NS(C)(=O)=O)ccc2O[C@@H]1CN(C)S(=O)(=O)c1cccs1	-10.2
O=C(O)CCCCCCC(=O)N/N=C/CCC1CCCCC1	-1.8
C[C@@H]1CN([C@@H](C)CO)C(=O)Cc2cc(NS(=O)(=O)c3cn(C)cn3)ccc2O[C@@H]1CN(C)Cc1ccc(C(F)(F)F)cc1	7.0
C[C@H]1CN([C@@H](C)CO)C(=O)CCCn2nncc2CO[C@@H]1CN(C)Cc1ccccc1	3.8
C[C@H]1CN([C@@H](C)CO)C(=O)c2cc(NC(=O)CCCN(C)C)ccc2O[C@@H]1CN(C)CC1CCCCC1	-9.6
C=CC[C@]12N=C(c3ccc(OCCCO)cc3)O[C@H]1c1ccccc1CN(C(=O)c1ccccc1)C2=O	27.5
C[C@H]1CN([C@@H](C)CO)C(=O)c2cccc(NC(=O)c3ccncc3)c2O[C@@H]1CN(C)CC1CC1	17.4
C[C@H]1CN([C@@H](C)CO)C(=O)c2cc(NC(=O)NC3CCCCC3)ccc2O[C@@H]1CN(C)C(=O)Nc1cccc2ccccc12	-0.3
CC(NC(=O)Cn1cccc1C(=O)c1ccccc1)C12CC3CC(CC(C3)C1)C2 (stereo unspecified)	0.8
Oc1c(C=NCc2ccccc2)sc2ccccc12	-12.4
CC(C)(C)S(=O)(=O)/C(C#N)=C/N1CCC(n2cccc2)CC1	8.4
C[C@@H]1CN([C@@H](C)CO)C(=O)CCCn2nncc2CO[C@H]1CN(C)S(=O)(=O)c1ccc(Oc2ccccc2)cc1	28.1
Cc1nc(-c2ccccc2)sc1C(=O)C1C(=O)C(=O)N(CCCN2CCOCC2)C1c1cccs1 (stereo unspecified)	115.1*
COc1ccc(-c2c(C)nn3c(N)c(-c4ccccc4)cnc23)cc1	119.6*

Molecule	ROS inducer
C[C@@H]1CN([C@@H](C)CO)C(=O)c2cc(NC(=O)c3ccncc3)ccc2O[C@H]1CN(C)C	5.2
C[C@@H]1CN([C@H](C)CO)C(=O)Cc2cc(NS(=O)(=O)c3cn(C)cn3)ccc2O[C@H]1CN(C)C(=O)Nc1ccccc1	-4.7
CC(c1ccncc1)N(CCN(C)C)C(=S)Nc1cc(F)cc(F)c1 (stereo unspecified)	2.0
C[C@H](CO)N1C[C@H](C)[C@H](CN(C)C(=O)NC2CCCCC2)Oc2ncc(C#Cc3ccc(F)cc3)cc2C1=O	16.3
O=C(O)CCc1nc2ncccc2c(=O)n1Cc1ccc(F)cc1	1.4
C[C@H]1CN([C@@H](C)CO)C(=O)Cc2cc(NC(=O)CCC(F)(F)F)ccc2O[C@@H]1CN(C)C(=O)Nc1cccc2ccccc12	-1.1
COc1ccc(CN(C)C[C@@H]2Oc3ccc(NC(=O)C4CC4)cc3CC(=O)N([C@@H](C)CO)C[C@@H]2C)cc1	1.3
COc1ccc(S(=O)(=O)Nc2ccc3c(c2)C(=O)N([C@@H](C)CO)C[C@H](C)[C@H](CN(C)S(C)(=O)=O)O3)cc1	-14.1
C[C@H](CO)N1C[C@H](C)[C@H](CN(C)C(=O)Nc2ccnc(N3CCOCC3)c2)OCc2cn(nn2)CCCC1=O	0.2
C[C@@H]1CN([C@@H](C)CO)C(=O)c2cc(NS(=O)(=O)c3ccccc3)ccc2O[C@H]1CN(C)C(=O)Nc1ccc(C(F)(F)F)cc1	-1.0
Cc1cc(C)c(NC(=O)CN(c2ccc(Br)cc2)S(C)(=O)=O)c(C)c1	-1.3
CC(Oc1ccc(Br)cc1)c1nc(-c2cccnc2)no1 (stereo unspecified)	0.0
C[C@@H]1CN([C@@H](C)CO)C(=O)Cc2cc(NC(=O)Nc3ccc(F)cc3)ccc2O[C@@H]1CN(C)CC1CCCCC1	10.6
C[C@H](CO)N1C[C@H](C)[C@@H](CN(C)CC2CCCC2)OCc2cn(nn2)CCCC1=O	2.2
C[C@H](CO)N1C[C@H](C)[C@H](CN(C)C(=O)Nc2cccc3ccccc23)Oc2ccc(NS(=O)(=O)c3cccs3)cc2CC1=O	-6.2
Cc1ccc(-c2cc(=O)[nH]c3ccccc23)cc1	-2.9
COc1ccc(S(=O)(=O)N(C)C[C@H]2Oc3c(NC(=O)Nc4c(C)noc4C)cccc3C(=O)N([C@@H](C)CO)C[C@@H]2C)cc1	1.6
COc1ccc(CN(C)C[C@@H]2Oc3c(NC(=O)Nc4ccc(OC)cc4)cccc3C(=O)N([C@H](C)CO)C[C@@H]2C)cc1	-2.8
C[C@@H]1CN([C@@H](C)CO)C(=O)Cc2cc(NC(=O)CCCN(C)C)ccc2O[C@@H]1CN(C)S(=O)(=O)c1ccccc1	5.8
C[C@@H]1CN([C@@H](C)CO)C(=O)c2cccc(NC(=O)c3ccc(-c4nccs4)cc3)c2O[C@@H]1CN(C)C(=O)Nc1ccc2c(c1)OCO2	8.2

Molecule	ROS inducer
Cc1ccc(-c2cc(C(F)F)n3ncc(C(=O)NCc4ccco4)c3n2)cc1	110.8*
C[C@@H]1CN([C@@H](C)CO)C(=O)Cc2cc(NS(=O)(=O)c3ccc(F)cc3)ccc2O[C@@H]1CN(C)C(=O)NC1CCCCC1	-5.2
CCN(CC)S(=O)(=O)c1ccc(OC)c(NC(=O)c2cc3ccccc3oc2=O)c1	19.5
C[C@H]1CN([C@@H](C)CO)C(=O)c2cc(NC(=O)Cc3cn(C)c4ccccc34)ccc2O[C@H]1CN(C)S(=O)(=O)c1ccccc1	-12.4
C[C@H]1CN([C@@H](C)CO)C(=O)Cc2cc(NC(=O)Nc3ccc(C(F)(F)F)cc3)ccc2O[C@@H]1CN(C)C(=O)Nc1ccccc1	0.0
C[C@H](CO)N1C[C@H](C)[C@@H](CN(C)Cc2ccc(C(F)(F)F)cc2)Oc2c(NC(=O)Nc3ccc(C(F)(F)F)cc3)cccc2C1=O	6.5
O=C(Cc1ccccc1)Nc1ccc(NC(=O)c2cccs2)cc1	-14.0
Cn1cccc1Cc1nnc(SCC(=O)N2CCCc3ccccc32)n1-c1ccc(F)cc1	14.7
COc1ccc(CN(CCC(c2ccccc2)c2ccco2)C(C)=O)cc1 (stereo unspecified)	-2.2
N#CC1CN(CCc2ccccc2)CN(CCc2ccccc2)C1	5.5
Cc1cc(C)c(COc2ccc3c(c2C)OC(C)(C)CC3=O)c(C)c1	10.3
CCOc1ccccc1C(=O)N(CC#N)CC#N	-16.4
C=CCN1Cc2ccccc2[C@@H]2OC(c3ccc(OCCCO)cc3)=N[C@]2(Cc2ccccc2)C1=O	36.5
C[C@@H]1CN([C@H](C)CO)C(=O)c2cccc(N(C)C)c2O[C@H]1CN(C)Cc1ccncc1	1.1
CNC[C@H]1Oc2ccc(NC(=O)c3ccncc3)cc2C(=O)N([C@H](C)CO)C[C@@H]1C	0.2
Cc1noc(C)c1S(=O)(=O)Nc1cccc2c1O[C@@H](CN(C)S(=O)(=O)c1cn(C)cn1)[C@@H](C)CN([C@@H](C)CO)C2=O	-9.3
C=CC(C)(C)[C@@]12C[C@H]3C(=O)N[C@H]([C@@H](C)CC)C(=O)N3[C@@H]1Nc1ccccc12	5.8
COc1ccccc1S(=O)(=O)N(C)C[C@H]1OCc2cn(nn2)CCCC(=O)N([C@H](C)CO)C[C@H]1C	18.8
Cc1ccc(N(CC(=O)Nc2ccc(F)cc2)S(=O)(=O)N2CCCC2)cc1	-1.5
C[C@@H]1CN([C@@H](C)CO)C(=O)c2cccc(NC(=O)c3ccncc3)c2O[C@H]1CN(C)Cc1ccc(C(=O)O)cc1	-4.1

Molecule	ROS inducer
C[C@@H]1CN([C@@H](C)CO)C(=O)c2cccc(NC(=O)C3CCCCC3)c2O[C@H]1CN(C)Cc1ccc(Cl)c(Cl)c1	-0.1
CC(C)NC(=O)N(C)C[C@H]1Oc2c(NC(=O)c3nc4ccccc4s3)cccc2C(=O)N([C@H](C)CO)C[C@H]1C	-4.9
Cc1cc(NS(=O)(=O)c2ccc(F)c(Cl)c2)no1	-1.1
CCN(CC)c1ncc2c(NCc3ccccc3)nc(SCc3ccccc3)nc2n1	129.2*
O=S(=O)(N[C@H]1CCN(Cc2ccc(OCCO)cc2)C1)c1cc(C(F)(F)F)ccc1Cl	-3.5
Ic1ccc(Nc2nc(Nc3ccccc3)nc(N3CCOCC3)n2)cc1	50.2
C[C@@H]1CCCCO[C@@H](CN(C)C(=O)Nc2ccccc2)[C@@H](C)CN([C@H](C)CO)C(=O)c2cc(NC(=O)NC3CCCCC3)ccc2O1	13.5
CCS(=O)(=O)Nc1cccc(C(=O)CC2(O)C(=O)Nc3ccccc32)c1 (stereo unspecified)	-3.0
COc1cc(OC)cc(-c2nnc(SCc3cccc(C(=O)O)c3)o2)c1	23.0
Cc1nc(SC(C(=O)O)c2ccccc2)cc(-c2ccccc2)n1 (stereo unspecified)	66.1
NNC(=O)c1ccc(Oc2cc(Cl)cc(Cl)c2)o1	45.3
C[C@@H]1CN([C@H](C)CO)C(=O)c2cccc(NC(=O)Nc3ccccc3)c2O[C@@H]1CN(C)Cc1ccc(Oc2ccccc2)cc1	13.2
CS(=O)(=O)NCc1cccc2ccccc12	-0.5
COc1ccc(CN(C)C[C@@H]2OCc3cnnn3CCCC(=O)N([C@H](C)CO)C[C@H]2C)cc1	-13.0
C[C@@H]1CN([C@H](C)CO)C(=O)c2cc(NC(=O)Cc3ccccc3)ccc2O[C@@H]1CN(C)CC1CCCCC1	75.0
COc1nc(NC(C)(C)C)nc(Oc2ccc(=O)n(C)n2)n1	-16.9
COc1ccc(S(=O)(=O)Nc2cccc3c2O[C@@H](CN(C)C(=O)Nc2ccc4c(c2)OCO4)[C@H](C)CN([C@@H](C)CO)C3=O)cc1	8.4
C=CCn1c(-c2cccc(C)c2)nc2ccccc21	-7.9
C[C@@H]1CCCCO[C@H](CN(C)Cc2ccc(C(=O)O)cc2)[C@@H](C)CN([C@H](C)CO)C(=O)c2cc(NC(=O)Nc3ccc(C(F)(F)F)cc3)ccc2O1	6.6
Cn1c(=O)c2c(nc(NCC(O)c3ccccc3)n2Cc2ccc(F)cc2)n(C)c1=O (stereo unspecified)	23.3

Grouped by structure: the entries above containing bromine
Molecule	ROS inducer
Cc1cc(C)c(NC(=O)CN(c2ccc(Br)cc2)S(C)(=O)=O)c(C)c1	-1.3
CC(Oc1ccc(Br)cc1)c1nc(-c2cccnc2)no1 (stereo unspecified)	0.0

Further results follow.
Molecule	ROS inducer
Cc1noc(C)c1NC(=O)N(C)C[C@@H]1Oc2c(NS(=O)(=O)c3cn(C)cn3)cccc2C(=O)N([C@@H](C)CO)C[C@@H]1C	-4.1
C[C@@H]1CN([C@H](C)CO)C(=O)Cc2cc(NS(=O)(=O)c3cccs3)ccc2O[C@H]1CN(C)S(=O)(=O)c1ccccc1	-0.9
COC(=O)CCCCCCC(=O)N/N=C/c1cc(OC)ccc1O	21.9
O=C(Nc1cc2ccccc2oc1=O)c1ccc(Cl)cc1	3.2
Cc1cc(OCC(=O)NCc2ccccn2)c(C)cc1Br	-14.6
Cc1noc(C)c1NC(=O)Nc1ccc2c(c1)C(=O)N([C@H](C)CO)C[C@H](C)[C@@H](CN(C)C(=O)Nc1c(C)noc1C)OCCCC[C@@H](C)O2	30.9
C[C@H]1CN([C@@H](C)CO)C(=O)c2cc(NS(=O)(=O)c3ccccc3)ccc2O[C@@H]1CN(C)CC1CCCCC1	-17.1
C[C@H](CO)N1C[C@H](C)[C@H](CN(C)Cc2ccc(Cl)c(Cl)c2)Oc2ccc(NC(=O)CCN3CCOCC3)cc2C1=O	-8.0
COC(=O)c1ccc(NC(=O)CSc2nc3ccccc3c(=O)n2-c2ccc(C)cc2)cc1	-7.3
COc1cc(Cc2nccc3cc(OC)c(OC)cc23)c(NC(=O)c2cc(F)c(F)cc2Cl)cc1OC	-8.5
CCOc1cc(/C=N/NC(=O)c2ccccc2O)ccc1O	-13.4
C[C@H](CO)N1C[C@H](C)[C@H](CN(C)Cc2ccc3c(c2)OCO3)Oc2ccc(NC(=O)CCC(F)(F)F)cc2CC1=O	-2.0
C[C@H]1CN([C@@H](C)CO)C(=O)CCCn2nncc2CO[C@H]1CN(C)C(=O)Nc1ccc(N2CCCCC2)cc1	-25.9
COc1ccc(C(=S)N2CCC(C)CC2)cc1	-6.6
C[C@@H]1CN([C@H](C)CO)C(=O)c2cc(NS(=O)(=O)c3ccc(Cl)cc3)ccc2O[C@H]1CN(C)Cc1ccncc1	3.6

Taken from above:
Under ROS inducer, COc1ccc(CN(C)C[C@@H]2OCc3cnnn3CCCC(=O)N([C@H](C)CO)C[C@H]2C)cc1 is entered as -13.0
Under ROS inducer, COC(=O)c1ccc(NC(=O)CSc2nc3ccccc3c(=O)n2-c2ccc(C)cc2)cc1 is entered as -7.3
Under ROS inducer, C[C@@H]1CN([C@H](C)CO)C(=O)c2cc(NS(=O)(=O)c3ccc(Cl)cc3)ccc2O[C@H]1CN(C)Cc1ccncc1 is entered as 3.6
Under ROS inducer, Cc1cc(C)c(COc2ccc3c(c2C)OC(C)(C)CC3=O)c(C)c1 is entered as 10.3
Under ROS inducer, Cn1cccc1Cc1nnc(SCC(=O)N2CCCc3ccccc32)n1-c1ccc(F)cc1 is entered as 14.7
Under ROS inducer, C[C@@H]1CN([C@@H](C)CO)C(=O)c2cc(NS(=O)(=O)c3ccccc3)ccc2O[C@H]1CN(C)C(=O)Nc1ccc(C(F)(F)F)cc1 is entered as -1.0

Assay outcomes deposited in PubChem by Broad Institute.
